PGC1a acetyl inh = lowers PGC1a acetylation signal in U2OS cells; AlphaScreen anti-acetyl-lysine; with virally co-expressed GCN5 acetyltransferase; inhibition, % at 15.6 µM; 350,000 compounds, 0.17% hits; AID 651687;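 active = every replicate shows inhibition of at least 40%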;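 note: 0% = neutral control wells and 100% = positive control wells; some results beyond the cut were filed as inactive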
EWS-Fli inh = inhibitors of EWS/Fli oncoprotein transcriptional activity. A673 NR0B1-luciferase reporter, viability-normalised. inhibition, % at 12.6 µM. 350,000 compounds, 0.67% hits;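 active = mean inhibition of at least 50% after viability correction, with every replicate also passing that limit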;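 note: firefly luciferase signal divided by Alamar Blue viability fluorescence both relative to DMSO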
ERAP1 inh = inhibitors of human ERAP1 aminopeptidase; recombinant ERAP1, Leu-AMC fluorescence, 60 min; inhibition, % at 10.7 µM; AID 652197; Q9NZ08; 340,000 compounds, 0.15% hits;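 active = mean replicate inhibition of at least 30%, or all replicates individually reaching that 30% level; inactive = mean below 30% and not every replicate reaching it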;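 note: 0% = neutral control wells and 100% = L-leucinethiol positive control wells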
S100A4 MyoIIA = blocks human S100A4 binding to myosin IIA peptide; P26447; S100A4/TAMRA-MyoIIA peptide fluorescence polarization; inhibition, % at 10.7 µM; 360,000 compounds, 0.14% hits; AID 652163;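 active = mean inhibition of at least 70% across replicates, with every replicate also reaching that level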
Target sequence (P26447 whole entry, looked up): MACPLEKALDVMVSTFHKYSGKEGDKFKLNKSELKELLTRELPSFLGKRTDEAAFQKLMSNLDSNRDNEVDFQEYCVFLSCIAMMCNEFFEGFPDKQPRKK
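System – human S100A4 monomer protein, biochemical binding assay · Buffer or medium – Calcium-containing HEPES buffer, pH 7.2 · Timing – 5 min between mix addition and reading · Also added – TAMRA-labelled myosin IIA heavy-chain peptide probe, 5 nM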
LGR2 antag = blocks bursicon-induced cAMP signaling via Drosophila LGR2; AID 720647; 380,000 compounds, 0.35% hits; inhibition, % at 9.99 µM; HEK293 LGR2, CRE-luciferase, bursicon-stimulated, 4 h;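 active = drop in luminescence signal, shown as inhibition above about 50% in the replicate tests, limit read from the data, passing the limit was not always enough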;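 note: agonist challenge used bursicon conditioned medium at about half maximal strength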
PglD inh = blocks C. jejuni PglD acetyltransferase activity; purified PglD enzyme, DTNB colorimetric CoA detection; inhibition, % at 12.5 µM; 360,000 compounds, 0.098% hits; in the data active = inhibition above about 16%, passing the limit was not always enough; note: strong numbers were not always called active
PAX8 inh HTS = PAX8 transcriptional activity inhibition; RMG-I TPO-luciferase reporter, SteadyGlo, 24 h; inhibition, % at 12.6 µM; 360,000 compounds, 1.2% hits; AID 652154;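 active = mean replicate inhibition at least 60% with every replicate also reaching 60%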;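 note: luciferase light reporting Pax8 driven TPO promoter activity; plate controls were median of neutral control wells for no effect and mitoxantrone controls for full effect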
FN deposit inh = fibronectin deposition inhibition. AH1F fibroblasts, Alexa488-fibronectin deposition fluorescence, overnight. 350,000 compounds, 0.086% hits. AID 743247. inhibition, % at 12.6 µM;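 active = mean inhibition across replicates of 30% or more, regardless of how many single replicates reach that level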;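 note: positive control wells lacked labelled fibronectin entirely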
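Assay system: AH1F fibroblast monolayer, labelled fibronectin deposition. Amount: 10000 cells per well. Also added: labelled fibronectin 24 nM. Compound: single-point pinned compound. Incubation: cell attachment 1 h, compound and FN exposure overnight. Detection: fluorescence after three HBSS washes, excitation 485 nm, emission 525 nm. Read-out: inhibition of fibronectin deposition signal.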
Active calls of the source: *; . = not tested or not shown.

SMILES,PGC1a acetyl inh,EWS-Fli inh,ERAP1 inh,S100A4 MyoIIA,LGR2 antag,PglD inh,PAX8 inh HTS,FN deposit inh
Cn1c(NN)nc2ccccc2c1=O,.,-1,-4,-1,0,.,6,1
CC(NC(=O)COC(=O)CSc1ccc(F)cc1)c1ccc(F)cc1 (centres undefined),.,0,0,0,9,.,7,-7
Cc1occc1C(=O)N1CCN(c2ccc([N+](=O)[O-])cc2)CC1,-11,0,-1,-1,-1,-6,22,-4
COCC(C)n1c(C)cc(C(=O)CSc2nnnn2C2CCCC2)c1C (centres undefined),-6,-12,2,3,-13,-6,-112,1
O=C1C2CCCN2C(=S)N1c1cc(Cl)ccc1Cl (centres undefined),12,5,2,2,-2,-3,-5,-9
O=C(c1csc2ccccc12)N1CCN(c2ccc(Cl)c(Cl)c2)CC1,7,.,.,.,.,-4,9,-8
CCCCn1c(N)c(N(CCOC)C(=O)c2cccc(N3C(=O)c4ccccc4C3=O)c2)c(=O)[nH]c1=O,0,-8,1,2,-1,-1,-4,4
CCOc1ccc(S(=O)(=O)N(CC)CC(=O)NCc2cccnc2)cc1C,.,.,4,-3,-4,-2,-76,18
COc1ccccc1C/C(N)=N/OC(=O)COc1cccc(C)c1C,.,-3,-3,12,0,5,7,8
CCO[C@H]1OC(C(=O)N2CCN(C)CC2)=C[C@@H](c2csc3ccccc23)[C@@H]1CCCO,17,-13,-3,-2,14,1,4,-1
CN(C)C(=O)c1ccc(NC(=O)CSc2nc3ccccc3[nH]2)cc1,.,3,-3,2,3,.,-2,3
CC(=Nc1ccccc1)C1=C(O)C(Cc2cccc(F)c2)NC1=O (centres undefined),-1,40,3,-4,-90,-4,45,-33
Cc1ccc(-n2c(=O)cc(NCc3cccnc3)[nH]c2=O)cc1,5,.,.,.,-6,3,.,-4
C[C@@H]1CN([C@H](C)CO)C(=O)c2cc(NS(=O)(=O)c3cccs3)ccc2O[C@@H]1CN(C)C(=O)NC1CCCCC1,6,-2,-4,-9,8,1,.,-4
CC12CCC(C(=NO)C1=NO)C2(C)C (centres undefined),5,-2,-1,-11,-13,-4,1,3
COc1cccc(/C=C2\SC(N)=NC2=O)c1OS(=O)(=O)c1ccccc1,9,-21,-7,-10,18,.,10,-16
COc1ccc(Cl)cc1NC(=O)CSc1nnc(-c2ccco2)o1,.,.,-6,-9,-8,5,15,6
COC(=O)C[C@H]1CC[C@@H]2[C@H](COC[C@@H](O)CN2C(=O)Nc2ccccc2OC)O1,4,14,0,3,17,2,-2,11
C[C@H]1CN([C@@H](C)CO)C(=O)Cc2cc(NS(=O)(=O)c3cn(C)cn3)ccc2O[C@H]1CN(C)C(=O)NC1CCCCC1,1,1,.,.,-15,0,-18,-2
FC(F)(F)c1nnc2c(Sc3ccccn3)nc3ccccc3n12,-5,.,.,.,.,0,114*,-1

2 records drawn at random from those above:
SMILES,PGC1a acetyl inh,EWS-Fli inh,ERAP1 inh,S100A4 MyoIIA,LGR2 antag,PglD inh,PAX8 inh HTS,FN deposit inh
CC(=Nc1ccccc1)C1=C(O)C(Cc2cccc(F)c2)NC1=O (centres undefined),-1,40,3,-4,-90,-4,45,-33
COC(=O)C[C@H]1CC[C@@H]2[C@H](COC[C@@H](O)CN2C(=O)Nc2ccccc2OC)O1,4,14,0,3,17,2,-2,11

Ordered by value in S100A4 MyoIIA (falling): 6 of the compounds above.
canonical_smiles	PGC1a acetyl inh	ERAP1 inh	S100A4 MyoIIA	LGR2 antag	PglD inh
COCC(C)n1c(C)cc(C(=O)CSc2nnnn2C2CCCC2)c1C (centres undefined)	-6	2	3	-13	-6
CCCCn1c(N)c(N(CCOC)C(=O)c2cccc(N3C(=O)c4ccccc4C3=O)c2)c(=O)[nH]c1=O	0	1	2	-1	-1
Cc1occc1C(=O)N1CCN(c2ccc([N+](=O)[O-])cc2)CC1	-11	-1	-1	-1	-6
CC(=Nc1ccccc1)C1=C(O)C(Cc2cccc(F)c2)NC1=O (centres undefined)	-1	3	-4	-90	-4
COc1ccc(Cl)cc1NC(=O)CSc1nnc(-c2ccco2)o1	.	-6	-9	-8	5
COc1cccc(/C=C2\SC(N)=NC2=O)c1OS(=O)(=O)c1ccccc1	9	-7	-10	18	.

Reformatted field by field: part of the list above
canonical_smiles: COc1ccccc1C/C(N)=N/OC(=O)COc1cccc(C)c1C
  PGC1a acetyl inh: .
  EWS-Fli inh: -3
  ERAP1 inh: -3
  S100A4 MyoIIA: 12
  LGR2 antag: 0
  PglD inh: 5
  PAX8 inh HTS: 7
  FN deposit inh: 8

canonical_smiles: Cn1c(NN)nc2ccccc2c1=O
  PGC1a acetyl inh: .
  EWS-Fli inh: -1
  ERAP1 inh: -4
  S100A4 MyoIIA: -1
  LGR2 antag: 0
  PglD inh: .
  PAX8 inh HTS: 6
  FN deposit inh: 1

canonical_smiles: FC(F)(F)c1nnc2c(Sc3ccccn3)nc3ccccc3n12
  PGC1a acetyl inh: -5
  EWS-Fli inh: .
  ERAP1 inh: .
  S100A4 MyoIIA: .
  LGR2 antag: .
  PglD inh: 0
  PAX8 inh HTS: 114*
  FN deposit inh: -1

canonical_smiles: CC(NC(=O)COC(=O)CSc1ccc(F)cc1)c1ccc(F)cc1 (centres undefined)
  PGC1a acetyl inh: .
  EWS-Fli inh: 0
  ERAP1 inh: 0
  S100A4 MyoIIA: 0
  LGR2 antag: 9
  PglD inh: .
  PAX8 inh HTS: 7
  FN deposit inh: -7

(next part)
SMILES,PGC1a acetyl inh,EWS-Fli inh,ERAP1 inh,S100A4 MyoIIA,LGR2 antag,PglD inh,PAX8 inh HTS,FN deposit inh
CCc1ccc(CN(C)C(=O)c2cc(COc3cccc(C(F)(F)F)c3)on2)nc1,-3,.,2,-2,8,-1,-7,8
O=c1[nH]c(/C=C/c2cccc3ccccc23)nc2ccccc12,.,-1,5,5,-71,.,8,6
CC(C)(C)NS(=O)(=O)c1ccc(OCC(=O)NCCC2=CCCCC2)cc1,.,.,4,2,-5,-3,.,6
CC(=O)c1ccc(N2CCN(C(=O)CCC(=O)c3cccs3)CC2)cc1,0,7,2,5,14,12,8,8
O=C(COc1cccc(F)c1)Nc1nc(-c2ccncc2)cs1,6,-9,0,-4,-22,-5,-28,10
CN(C)Cc1cn(CC[C@@H]2CC[C@@H](NC(=O)Cc3cccnc3)[C@H](CO)O2)nn1,-2,1,3,-5,-2,6,-14,-13
Cc1cccc(NC(=S)N/N=C/c2cccc(O)c2)c1C,-11,64*,.,3,-3,-2,8,14
Cc1c(Br)c([N+](=O)[O-])nn1C(C)C(=O)N1CCc2ccccc2C1 (centres undefined),.,.,-2,-20,7,0,21,-6
Cc1ccc(S(=O)(=O)Nc2ccc3c(c2)C(=O)N([C@H](C)CO)C[C@@H](C)[C@H](CN(C)S(=O)(=O)c2c(C)noc2C)OCCCC[C@H](C)O3)cc1,25,13,-3,-10,20,1,19,1

Compound activity: PubChem, Broad Institute
